# H9c2 TAG inh: inhibitors of triacylglycerol accumulation; H9c2 cells, Nile Red lipid (TAG) fluorescence; cells loaded with 200 µM oleic acid; AID 651582; inhibition, % at 12.5 µM; 230,000 compounds, 0.66% hits;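 active = pattern-corrected inhibition of lipid staining of at least 50% with the nuclear-stain viability signal not falling by more than 50%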;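 note: 0% = DMSO wells and 100% = triacsin C control wells; some results filed as inactive read as strong as hits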
# H9c2 TAG inh DAPI viability: further read-out of H9c2 TAG inh, marked with its call; DAPI nuclei signal change (viability), lower = more cytotoxic, %;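 whole-well DAPI fluorescence read on a plate reader as a viability signal; minus 50 percent equals half of cells still viable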
# * = called active by the depositor. Not all compounds are listed; the hit share may differ from the screen's.
[1] COc1cc(OC)cc(C(=O)NC(C)c2ccc(Br)cc2)c1 (configuration not stated)
[2] CN(Cc1ccncn1)C(=O)C1CCC(=O)N(Cc2cccc(C(F)(F)F)c2)C1 (configuration not stated)
[3] COc1ccc([C@H]2CC(=O)C=C(c3ccc(Br)c4ccccc34)C2)cc1
[4] CC1CN(S(=O)(=O)c2ccc(NC(=O)c3ccco3)cc2)CC(C)O1 (configuration not stated)
[5] N#Cc1ccccc1NC(=O)CSc1ccc([N+](=O)[O-])cn1
[6] CC(=O)c1c(C)[nH]c(C(=O)Nc2ccccn2)c1C
[7] Cn1nc(C(=O)Nc2ccc3c(c2)OCO3)c2ccccc2c1=O
[8] Brc1ccc(-c2ncc3ccccn23)cc1

compound no. | 1 | 2 | 3 | 4 | 5 | 6 | 7 | 8
H9c2 TAG inh | 0 | 4 | -12 | 20 | -12 | 16 | 19 | 5
H9c2 TAG inh DAPI viability | 7 | -1 | 7 | 9 | 0 | 5 | -4 | -1

[9] CC(=O)Nc1cc(-c2ccsc2)cn2c(-c3ccc(F)cc3)cnc12
[10] Cn1c(N)c(S(=O)(=O)NCc2ccc(F)cc2)c(=O)n(C)c1=O
[11] CC(C)(C)c1nc(SCC(=O)N2CC(=O)Nc3ccccc32)c2ccccc2n1
[12] O=C(NCC(=O)N1CCN(c2ncc(C(F)(F)F)cc2Cl)CC1)c1ccc(Br)o1
[13] Cc1cccc(OCC(=O)N/N=C\c2cccn2C)c1C
[14] COc1ccccc1C(=O)NCC(=O)N1CCN(S(=O)(=O)c2ccccc2C(F)(F)F)CC1
[15] COc1c(C)cc(Br)cc1C(=O)Nc1ccc(S(N)(=O)=O)cc1
[16] Cc1ccc[n+](/C(=C\C(=C=[N-])C#N)C(=O)c2ccc(Cl)cc2)c1

compound no. | 9 | 10 | 11 | 12 | 13 | 14 | 15 | 16
H9c2 TAG inh | -9 | -16 | 14 | -27 | -28 | 0 | 5 | 1
H9c2 TAG inh DAPI viability | 19 | -6 | -9 | 3 | 4 | -7 | -4 | 2

[17] COC(=O)NC1CCC(CC2CCC(NC(=O)OC)CC2)CC1 (configuration not stated)
[18] CC(CN1CCN(CCOCCO)CC1)CN1c2ccccc2Sc2ccc(Cl)cc21 (configuration not stated)
[19] Cc1cc(N2C(=O)CC(C(C)c3ccccc3)C2=O)no1 (configuration not stated)
[20] Fc1ccc(C2c3[nH]c4ccccc4c3CCN2Cc2cccn2-c2ncccn2)cc1 (configuration not stated)
[21] CN(CC(=O)NC(=O)NC1CCCCC1)Cc1ccccc1
[22] CC(C)CC1C(=O)N(Cc2cn(CCC3OCCO3)nn2)CCS(=O)(=O)N1Cc1ccc(-c2ccc(F)cc2)cc1 (configuration not stated)
[23] Cc1ccc(C(=O)C[n+]2cccc3ccccc32)cc1
[24] NC(Cc1ccccc1)c1csc(Nc2ccc(C(F)(F)F)cn2)n1 (configuration not stated)

compound no. | 17 | 18 | 19 | 20 | 21 | 22 | 23 | 24
H9c2 TAG inh | 4 | -2 | -7 | 26 | -13 | 25 | -6 | 22
H9c2 TAG inh DAPI viability | 1 | 18 | -4 | 5 | 1 | -3 | -7 | -4

[25] COc1ccc(CCNC(=O)c2cc3c(=O)n(C)c4ccccc4c3n2C)c(OC)c1
[26] CS(=O)(=O)N1CCc2ccc(NC(=O)C3CCCO3)cc2C1 (configuration not stated)
[27] Cc1ccc(-c2nc(CS(=O)CC(=O)NCc3ccccn3)c(C)o2)cc1 (configuration not stated)
[28] S=c1[nH]nc(-c2cccc3ccccc23)n1-c1cccnc1
[29] COC(=O)c1ccc(CSc2nc3cc(Cl)ccc3s2)o1
[30] CCCOC(=O)c1ccc(Nc2cc(C)nc3ncnn23)cc1
[31] CN(C)C/C=C/C(=O)Nc1cccc(-c2c[nH]c3ncnc(Oc4ccc(NC(=O)CC(=O)Nc5ccc(F)cc5)cc4F)c23)c1
[32] CN(C(=O)CSc1nc2c(c(=O)[nH]1)CCC2)c1ccccc1

compound no. | 25 | 26 | 27 | 28 | 29 | 30 | 31 | 32
H9c2 TAG inh | 24 | -5 | 6 | 6 | -7 | -6 | 30 | 5
H9c2 TAG inh DAPI viability | 3 | -5 | -5 | -7 | -3 | 3 | 8 | 14

[33] O=C(CSc1nnnn1Cc1ccccc1)c1ccccc1F
[34] CCCCN(C(=O)CCC(=O)OCC(=O)NCc1ccccc1)c1c(N)n(CCC)c(=O)[nH]c1=O
[35] O=[N+]([O-])c1ccc(N2CCN(S(=O)(=O)Cc3ccccc3)CC2)cc1N1CCOCC1
[36] CCN(CC)CCN(Cc1cc2cc3c(cc2[nH]c1=O)OCCO3)C(=S)NCC(C)C
[37] Cc1ccccc1NC(=O)CSc1nc(N)c(C#N)c(-c2cccs2)c1C#N
[38] CSc1nsc(/C=C/Nc2ccc(F)cc2)c1C#N
[39] COc1cc(CNC[C@H]2O[C@@H](n3cnc(C(N)=O)n3)[C@H](O)[C@@H]2O)ccc1OCc1cccc(Cl)c1
[40] Cc1ccc(C)c(C(=O)CN2C(=O)C(=O)N(C3CCCC3)C2=O)c1

compound no. | 33 | 34 | 35 | 36 | 37 | 38 | 39 | 40
H9c2 TAG inh | 9 | -7 | 11 | 0 | -3 | 19 | 2 | 27
H9c2 TAG inh DAPI viability | -7 | 1 | 4 | 23 | -1 | 10 | -5 | -6

[41] COC(=O)c1cccc(NC(=O)CN(c2ccc3c(c2)OCO3)S(C)(=O)=O)c1C
[42] CCOC(=O)c1c(NC(=O)Cc2ccccc2)sc2c1CCN(C)C2
[43] Cc1nc2cc(NC(=O)c3ccc(Br)s3)ccc2s1
[44] CS(=O)(=O)N1CCN(Cc2cc(=O)n3ccsc3n2)CC1
[45] Cc1nc2ccccc2cc1C(=O)NCc1ccco1
[46] CCN(CC)Cc1cc(CC(C(N)=O)C(N)=O)ccc1OC
[47] COc1ccc(CNC(=O)CSc2nc(C)cs2)cc1
[48] CCOC(=O)c1ccc(NC(=O)CCS(=O)(=O)Cc2ccccc2)cc1

compound no. | 41 | 42 | 43 | 44 | 45 | 46 | 47 | 48
H9c2 TAG inh | 1 | 5 | -3 | 7 | -1 | -1 | -21 | 8
H9c2 TAG inh DAPI viability | 0 | 7 | 17 | -3 | 1 | 1 | 11 | 5

[49] O=c1[nH]nc(SCc2ccccc2)n1C1CC2C=CC1C2 (configuration not stated)
[50] Cc1cc(OCc2nn[nH]n2)c2c(C)c(Cc3ccccc3)c(=O)oc2c1
[51] CN(CCOc1cccc(C(F)(F)F)c1)Cc1ccccc1
[52] O=C1OC(Nc2ccc(Br)cc2F)c2ccccc21 (configuration not stated)
[53] CN(C)c1ccc(-c2cc(NC=O)c3ncc(-c4ccc(F)c(Cl)c4)n3c2)cc1
[54] CCOC(=O)CNC(=O)c1sc(NC(=O)c2cccc(F)c2)nc1C
[55] CCOc1ccc(C(=O)NCC(=O)NCC(c2cccs2)N2CCOCC2)cc1 (configuration not stated)
[56] C/C(=N\NC(=O)c1ccccc1[N+](=O)[O-])c1ccc(Br)s1

compound no. | 49 | 50 | 51 | 52 | 53 | 54 | 55 | 56
H9c2 TAG inh | -15 | 5 | 6 | 0 | 2 | 4 | -8 | 11
H9c2 TAG inh DAPI viability | -3 | 7 | 13 | 27 | 25 | -3 | 8 | -6

[57] O=C(Cc1ccccc1Cl)NC1(O)C(=O)c2ccccc2C1=O
[58] CCOC(=O)N1CCN(C(=O)/C(=C/c2ccc(OC)cc2)NC(=O)c2ccccc2)CC1
[59] C/C(=N/O)c1ccc(Oc2cnccn2)cc1
[60] COc1cccc(C(=O)Nc2sc(C(C)C)cc2C(N)=O)c1OC
[61] CC(C)Cn1c(N)c(C(=O)CSc2ncccn2)c(=O)n(C)c1=O
[62] NS(=O)(=O)c1ccc(Cl)c(C(=O)Nc2ccccc2[N+](=O)[O-])c1
[63] S=c1[nH]nc(COc2ccc3ccccc3c2)o1
[64] O=C1CN(c2nc3nonc3nc2N2CCCCC2)CCN1

compound no. | 57 | 58 | 59 | 60 | 61 | 62 | 63 | 64
H9c2 TAG inh | 2 | 2 | -20 | 0 | -15 | -10 | -6 | -2
H9c2 TAG inh DAPI viability | 0 | -5 | 10 | 18 | -1 | 2 | -3 | -6

# Full records as entered above. Screens in order: H9c2 TAG inh	H9c2 TAG inh DAPI viability
# Record of `COc1cccc(C(=O)Nc2sc(C(C)C)cc2C(N)=O)c1OC` : 0	18
# Record of `CC(C)CC1C(=O)N(Cc2cn(CCC3OCCO3)nn2)CCS(=O)(=O)N1Cc1ccc(-c2ccc(F)cc2)cc1` (configuration not stated) : 25	-3
# Record of `COc1c(C)cc(Br)cc1C(=O)Nc1ccc(S(N)(=O)=O)cc1` : 5	-4
# Record of `CN(Cc1ccncn1)C(=O)C1CCC(=O)N(Cc2cccc(C(F)(F)F)c2)C1` (configuration not stated) : 4	-1
# Record of `Cc1ccccc1NC(=O)CSc1nc(N)c(C#N)c(-c2cccs2)c1C#N` : -3	-1

# Remaining list, next part
[65] Cc1ccc(NC(=O)Cc2ncon2)cc1Cl
[66] COc1cc(OC)cc(OC(=O)c2ccc3c(=O)n4c(nc3c2)CCC4)c1
[67] CCOC(=O)C1CCCN(CC(=O)Nc2c(F)c(F)c(F)c(F)c2F)C1 (configuration not stated)
[68] Cn1c(=O)c2c(nc(NCc3ccc4c(c3)OCO4)n2Cc2ccccc2)n(C)c1=O
[69] Cc1cccc(COc2ccccc2C(=O)OCC(=O)N(C)c2c(N)n(Cc3ccccc3)c(=O)[nH]c2=O)c1
[70] O=C(Nc1ncc(S(=O)(=O)c2ccc([N+](=O)[O-])cc2)s1)c1cccnc1
[71] CCN(CC)CCN(C(=O)CCOc1ccccc1)c1nc2ccc(F)cc2s1
[72] CC(=O)c1sc(NC(=O)c2cccc(C)c2)nc1C

compound no. | 65 | 66 | 67 | 68 | 69 | 70 | 71 | 72
H9c2 TAG inh | -5 | 0 | 10 | 18 | 5 | 13 | 3 | -4
H9c2 TAG inh DAPI viability | -4 | 9 | -8 | 1 | -3 | -2 | 1 | 7

[73] Cc1nnc(Nc2ccccc2)n(N)c1=O
[74] CCC(NC(=O)c1cc(COc2ccc(F)cc2Cl)on1)c1ccncc1 (configuration not stated)
[75] CCC(=O)c1ccc(OCC(=O)NCCc2ccccn2)cc1
[76] Cc1ccc([C@H]2C[C@H](n3cc(C4CC4)nn3)[C@@H](O)CN2Cc2cccs2)cc1
[77] CC(O)(c1cccc(F)c1)c1nc(-c2cncnc2)cs1 (configuration not stated)
[78] C/C(=N/NC(=O)c1ccc(NC(=O)c2ccc(F)cc2)cc1)c1ccccc1
[79] O=C1NCCN(Cc2cccc(Oc3ccccc3)c2)C1CC(=O)N1CCCO1 (configuration not stated)
[80] Oc1cccc(C=NNc2ccccn2)c1

compound no. | 73 | 74 | 75 | 76 | 77 | 78 | 79 | 80
H9c2 TAG inh | -1 | 6 | 3 | 12 | -21 | 31 | -3 | -17
H9c2 TAG inh DAPI viability | 2 | -9 | -3 | -19 | 1 | 21 | 1 | -1

[81] CC(C)(C)c1cc(-c2ccco2)c(C#N)c(SCC#N)n1
[82] CCCC1(C(=O)O)NC(c2cccc(OC)c2O)C2C(=O)N(c3ccccc3)C(=O)C21 (configuration not stated)
[83] C[C@@H](O)C(C(=O)N1CCNCC1)n1cc([C@@H](N)CCCCN)nn1 (some centres not stated)
[84] COc1cccc(C(=O)N2CCN(Cc3ccccc3[N+](=O)[O-])CC2)c1
[85] CSc1cccc(NC(=O)c2ccccc2N(C)S(C)(=O)=O)c1
[86] CC(C)(C)c1ccc(S(=O)(=O)NCc2ccc(C(=O)NCC3CCCO3)cc2)cc1 (configuration not stated)
[87] CC1(C(=O)NNC(=O)c2ccc(=O)oc2)CC1Br (configuration not stated)
[88] Cc1ccc(C(=O)NNC(=O)c2csc(N3CCOCC3)n2)o1

compound no. | 81 | 82 | 83 | 84 | 85 | 86 | 87 | 88
H9c2 TAG inh | 11 | -5 | -4 | 0 | -8 | 11 | 5 | 2
H9c2 TAG inh DAPI viability | 0 | 0 | -3 | 2 | 6 | 5 | 6 | 8

# Reprinted at random: 3 entries already listed
[85] CSc1cccc(NC(=O)c2ccccc2N(C)S(C)(=O)=O)c1
[82] CCCC1(C(=O)O)NC(c2cccc(OC)c2O)C2C(=O)N(c3ccccc3)C(=O)C21 (configuration not stated)
[88] Cc1ccc(C(=O)NNC(=O)c2csc(N3CCOCC3)n2)o1

compound no. | 85 | 82 | 88
H9c2 TAG inh | -8 | -5 | 2
H9c2 TAG inh DAPI viability | 6 | 0 | 8

# Further records:
[89] CC(O)c1nc2ccccc2n1CCOc1ccccc1 (configuration not stated)
[90] N#C/C(=C\c1cn[nH]c1-c1ccc(Cl)cc1)C(=O)NCc1ccccc1
[91] Cc1nn(C)c(C)c1NS(=O)(=O)c1c(C)n[nH]c1C
[92] COc1ccccc1C(=O)Nc1ccc2c(c1)n(C)c(=O)n2C
[93] Cc1ccc(C(=O)CCNc2ccc(Br)cc2)o1
[94] N/C(=N\OC(=O)CCCOc1ccc(Cl)cc1Cl)c1ccncc1
[95] CCOC(=O)c1cccc(Nc2ncnc3ccc(C)cc23)c1
[96] c1cc2ccc3ccc(-n4cnnn4)c4ccc(c1)c2c34

compound no. | 89 | 90 | 91 | 92 | 93 | 94 | 95 | 96
H9c2 TAG inh | -7 | 8 | -2 | 11 | 6 | -9 | -18 | -32
H9c2 TAG inh DAPI viability | 1 | -7 | -9 | 6 | -12 | 4 | 11 | 9

# Screening data: PubChem BioAssay, Sanford-Burnham Center for Chemical Genomics
